# E-selectin induc – induces E-selectin expression in human endothelial cells; activation, % at 7.58 µM; HUVEC E-selectin immunofluorescence imaging; normalized: neutral wells 0, TNF-alpha wells 100; AID 686992; hit rate 0.37% among 260,000;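 active = mean E-selectin-positive cell signal at least 10% of the positive control, reached in at least 60% of replicates, without over 20% cell loss; inconclusive = no rule given, readout overlaps actives, possibly toxicity-flagged; inactive = the rest, including those meeting only one limit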;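 note: in these data hits start at about 27%; measured in HUVEC primary endothelial cells; signal is the percent of cells scored E-selectin positive by PE staining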
#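 Test system: HUVEC | Signal: Immunofluorescence imaging | Read-out: Percent E-selectin-positive cells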
# ARNT TACC3 PPI – disruptors of human ARNT/TACC3 interaction; Q9Y6A5; AlphaScreen His-ARNT PAS-B/GST-TACC3 binding, luminescence; TACC3 fragment carries E629A point mutation; inhibition, % at 9.99 µM; hit rate 0.66% among 390,000; AID 623870;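 active = mean inhibition of replicates at least 50% and at least half of replicates each reaching 50%; inconclusive = half or more replicates reach 50% but mean below 50%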;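 note: 0% = complete ARNT plus TACC3 wells and 100% = ARNT alone without TACC3; many hits fall short of the cut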
# Casp6 inh – inhibitors of human caspase-6; hit rate 0.53% among 350,000; inhibition, % at 12.5 µM; purified caspase-6, Z-VEID-R110 cleavage fluorescence; P55212;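 active = mean inhibition across replicates at least about 35%, with every replicate also reaching that limit, limit read from the data; inconclusive = only one of the two criteria met; inactive = neither criterion met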;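 note: 0% = median of neutral control wells and 100% = no fluorescence left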
# Target sequence (P55212 24-179 limits assumed): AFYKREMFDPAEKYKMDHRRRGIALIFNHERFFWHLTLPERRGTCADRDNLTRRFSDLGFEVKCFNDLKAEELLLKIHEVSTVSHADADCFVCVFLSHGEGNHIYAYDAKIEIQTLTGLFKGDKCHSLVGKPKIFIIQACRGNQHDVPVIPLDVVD
# Target sequence (P55212 194-293 limits assumed): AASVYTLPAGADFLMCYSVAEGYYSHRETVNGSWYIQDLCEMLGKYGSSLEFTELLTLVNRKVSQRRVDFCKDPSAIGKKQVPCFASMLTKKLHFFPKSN
# PglD inh – inhibitors of Campylobacter jejuni PglD acetyltransferase; AID 602405; inhibition, % at 12.5 µM; hit rate 0.098% among 360,000; purified PglD enzyme, DTNB colorimetric CoA detection; in the data active = inhibition above about 16%, passing the limit was not always enough; inconclusive = no clear call, values can overlap the other calls; note: strong numbers were not always called active
# RAD52 inh – blocks human RAD52 DNA annealing | recombinant RAD52 DNA annealing, FRET fluorescence | hit rate 0.46% among 360,000 | inhibition, % at 18.7 µM;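 active = every replicate showing at least 50% inhibition; inconclusive = mean inhibition at least 50% but not in every replicate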
# esBAF inh – inhibitors of esBAF chromatin remodeling in mouse ES cells; Bmi1-luciferase knock-in reporter, 24 h; 100% = twice the neutral-well signal; hit rate 2% among 350,000; reporter increase, % at 12.5 µM; AID 602393; in the data active = activation above about 40%; inconclusive = no clear call, values can overlap the other calls;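 note: 0% = median of the plate's neutral control wells and 100% = double that signal; a rise in the Bmi1 reporter signal indicates esBAF inhibition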
# ERp5 inh – blocks human ERp5 reductase activity on insulin; Q15084; ERp5 insulin aggregation, absorbance 650 nm, 90 min; inhibition, % at 9.99 µM; hit rate 0.05% among 350,000;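 active = mean replicate inhibition above about 25%, with every replicate also reaching it, limit read from the data, passing the limit was not always enough; inconclusive = only one of those two criteria met; inactive = neither criterion met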
# Target sequence (Q15084 whole entry, looked up): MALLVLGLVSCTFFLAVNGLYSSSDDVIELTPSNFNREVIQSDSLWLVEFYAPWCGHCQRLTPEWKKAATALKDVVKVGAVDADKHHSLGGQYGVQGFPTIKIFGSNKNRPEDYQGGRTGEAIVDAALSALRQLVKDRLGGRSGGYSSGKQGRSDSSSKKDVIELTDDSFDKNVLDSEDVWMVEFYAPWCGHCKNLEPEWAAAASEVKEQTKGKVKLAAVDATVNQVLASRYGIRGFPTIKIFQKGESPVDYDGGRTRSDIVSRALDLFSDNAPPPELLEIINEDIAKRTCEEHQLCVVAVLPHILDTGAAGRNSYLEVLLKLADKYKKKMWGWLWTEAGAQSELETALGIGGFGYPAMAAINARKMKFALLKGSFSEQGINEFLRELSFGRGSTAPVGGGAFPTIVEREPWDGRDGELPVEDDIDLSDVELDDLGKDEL
# RAD54 inh – blocks human RAD54 Holliday junction branch migration | Q92698 | FAM/BHQ fluorescence | inhibition, % at 10.4 µM | hit rate 0.14% among 360,000 | AID 602329;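 active = mean normalized replicate activity at least 40 and at least half of replicates scoring 40 or more; inconclusive = only one of the two criteria met; inactive = mean below 40 and under half of replicates reaching 40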;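 note: 0% = median of neutral control wells and 100% = median of positive control wells; inhibitors cause a drop in the FAM fluorescence signal; in these data hits start at about 50%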
# * marks the source's active call; other numbers are inactive results; ? = inconclusive; . = not tested or not shown.
# Sequence of screens: E-selectin induc	ARNT TACC3 PPI	Casp6 inh	PglD inh	RAD52 inh	esBAF inh	ERp5 inh	RAD54 inh
> CC(NC(=O)Nc1ccc2c(c1)OCO2)C1CCCO1 (stereo not given)
→ .	-4	.	-4	.	34	.	-7
> Cc1ccc(S(=O)(=O)N2CCC(=O)CC2)cc1
→ 0.0	-1	-4	-1	-12	1	1	-1
> CS(=O)(=O)Nc1ccc(C2=NN(C(=O)c3cccc(F)c3)C(c3cccs3)C2)cc1 (stereo not given)
→ .	0	-4	6	-17	8	4	0
> COc1cccc(-c2ncc3ccccc3c2CO)c1
→ .	-1	0	-2	-6	16	-1	-5
> Cc1ccc(-c2nnc(CSc3nnc(COc4ccccc4)n3-c3ccccc3)o2)cc1
→ .	2	.	2	.	3	.	7
> COCCNC(=O)C[C@H]1C[C@H]2c3cc(NC(=O)Nc4ccccc4)ccc3O[C@H]2[C@@H](CO)O1
→ -0.2	-5	-3	2	14	0	5	2
> CCCCNC(=O)C1CCC(CNS(=O)(=O)c2c(C)cc(C)cc2C)CC1 (stereo not given)
→ -1.8	-3	-1	-1	0	1	0	-8
> CCCn1nc(NC(=O)c2cccs2)c2cc3cc(C)ccc3nc21
→ 0.2	-66	0	-2	-15	.	1	-1
> CCN1CCN(CCCCOc2ccccc2F)CC1
→ .	-10	.	-4	.	-10	.	-14
> O=C(NCCN1C(=O)S/C(=C/c2cccnc2)C1=O)c1ccc(S(=O)(=O)N2CCCC2)cc1
→ -0.2	0	4	.	-36	.	4	.
> CCCNC(=O)C1(C)CCN(Cc2ccc(C(=O)OCC)cc2)C1 (stereo not given)
→ .	.	-2	-2	1	2	9	-6
> Cc1ccc(S(=O)(=O)N2[C@H](CC(=O)c3ccccc3)OC[C@@H]2C(C)C)cc1
→ 0.8	.	-2	.	2	.	6	.
> Cc1nn(-c2ccc(Cl)cc2)c(N)c1C(O)(CSc1nccn1C)C(F)(F)F (stereo not given)
→ .	16	.	-4	.	6	.	4
> CC(=O)N1CCC(=NNC(=O)CSc2cc(C)c(Br)cc2C)CC1
→ -0.1	3	0	9	-4	.	8	1
> CC(C)Sc1nc2ccccc2n1CC(=O)NCc1ccc2c(c1)OCO2
→ .	-1	-2	-3	-4	17	-3	-2
> CCOC(=O)c1cn(C[C@H](Cc2ccccc2)NC(=O)N[C@H](CO)CCc2oc(C(C)=O)c(C(=O)OC)c2C(=O)OC)nn1
→ .	1	-2	2	4	.	-2	0
> O=C(N/N=C/c1ccccc1C(=O)O)c1ccc(COc2cccc3cccnc23)cc1
→ 0.8	22	15	.	-19	.	3	.
> Cc1cccc(-c2ccc([C@H]3[C@H](CO)N4CCCCN(S(=O)(=O)c5cccs5)C[C@@H]34)cc2)c1
→ 0.0	-7	0	0	-23	.	-1	2
> CCCCn1c(N)c(N(CC)C(=O)Cc2ccc(S(=O)(=O)N3CCOCC3)s2)c(=O)[nH]c1=O
→ 0.4	-32	-2	7	-7	3	5	-1
> Cc1cc(F)ccc1S(=O)(=O)N1CCCOC1CNC(=O)C(=O)NC1CC1 (stereo not given)
→ .	0	4	-2	-4	1	1	-7
> Cc1ccc(S(=O)(=O)N(C)c2ccc(C(=O)Nc3ccccn3)cc2)cc1
→ -1.6	5	-1	.	-4	15	-1	.
> CCC(=O)N(CC)C[C@@H]1[C@@H](c2ccc(-c3cccnc3)cc2)[C@H](CO)N1C(C)=O
→ 0.3	-10	1	-1	-12	0	4	-11
> CCOC(=O)Cn1nc(C)n(-c2ccc(C)cc2)c1=O
→ .	-6	.	-5	.	-2	.	-8
> C[C@H]1CN([C@@H](C)CO)C(=O)CCCn2cc(nn2)CO[C@@H]1CN(C)Cc1ccncc1
→ 0.1	-6	-1	2	-1	-2	-7	-1
> Cc1ccc(NCC2(N=Cc3ccccc3)OC(CO)C(O)C2O)cc1 (stereo not given)
→ -0.9	-1	2	-4	-11	0	-2	-1
> COc1ccc2nc3n(c(=O)c2c1)-c1ncccc1C(=O)NC3C (stereo not given)
→ 0.0	.	3	8	2	5	0	1
> CN(C)CCNC(=O)c1cccc(-c2cnc3c(NC=O)cc(-c4ccc(C(=O)N5CCOCC5)cc4)cn23)c1
→ -0.2	.	1	-3	63*	-9	-2	?
> CN1C(=O)c2cc(NC(=O)C3CCOCC3)ccc2OC[C@@H]2O[C@@H](CC(=O)NCCc3ccncc3)CC[C@H]21
→ -0.3	-9	-2	0	-7	-1	0	1
> CC(=O)c1cccc(N2C(=NC(=O)C3CC3)SC3CS(=O)(=O)CC32)c1 (stereo not given)
→ -0.5	.	-1	.	-12	.	5	.
> COc1ccc(C(=O)NC2CCN(CC(=O)Nc3c(C)cccc3C)CC2)cc1OC
→ .	5	7	-10	-7	-5	2	-1
> Cc1noc(C)c1S(=O)(=O)N(C)C[C@H]1Oc2ccc(NC(=O)CCC(F)(F)F)cc2CC(=O)N([C@H](C)CO)C[C@H]1C
→ 2.0	0	0	1	6	6	-1	4
> COc1ccc2cc(CCNC(=O)c3ccco3)c(=O)[nH]c2c1
→ -0.2	4	-2	-7	-14	37	-10	14
> CO[C@H]1CN(C)C(=O)c2cc(NC(=O)C3CCCCC3)ccc2OC[C@H](C)NC[C@H]1C
→ -0.1	-1	-5	-4	-3	2	2	0
> C[C@@H]1CN([C@H](C)CO)C(=O)c2cccc(NC(=O)C3CCCCC3)c2O[C@H]1CN(C)C(=O)Nc1ccccc1
→ -0.2	-8	0	0	0	1	0	4
> COc1ccc(C(=O)COC(=O)C2COc3ccccc3O2)c(OC)c1 (stereo not given)
→ -0.7	.	5	-2	-17	-2	-6	-1
> COc1ccccc1N1CCN(C(=O)CCC(=O)Nc2nnc(CC(C)C)s2)CC1
→ .	-1	2	-3	8	1	-11	2
> CCOC(=O)C1=C(C)Nc2ccccc2N=C1NC(=O)/C=C/c1ccc(OC)cc1OC
→ .	-5	0	.	8	.	-3	.
> O=C(C[C@@H]1CC[C@@H]2[C@H](COC[C@@H](O)CN2C(=O)c2ccccn2)O1)NC1CCC1
→ 0.0	8	-2	1	-2	-9	-4	2
> COc1ccc(CN2C[C@H](COCc3ccccc3)Oc3cccc(Oc4ccc(C(C)C)cc4)c3S2(=O)=O)cc1
→ 0.0	.	-2	.	-12	.	-4	.
> COc1cccc(C#Cc2ccc([C@H]3[C@@H](C#N)N[C@@H]3CO)cc2)c1
→ 0.0	13	-2	4	-39	0	-2	-4
> C[C@H](CO)N1C[C@H](C)[C@@H](CN(C)S(=O)(=O)c2ccc(Cl)cc2)Oc2c(NC(=O)C3CCOCC3)cccc2C1=O
→ -0.1	-4	0	-3	5	0	-5	7
> Cn1c(=O)c2[nH]c(CCCCc3nc4ccccc4[nH]3)nc2n(C)c1=O
→ .	.	0	.	-4	-5	-2	.
> COc1ccc2c(c1)CC/C(=C\c1ccc(OC)c(Cn3nc(C)cc3C)c1)C2=O
→ 0.5	1	.	1	.	16	.	6
> CC1=C(C(=O)OCC2CCCO2)C(c2coc3ccccc3c2=O)C2=C(CC(C)(C)CC2=O)N1 (stereo not given)
→ .	-10	1	.	-4	.	4	.
> C=CCN(CC=C)C(=O)c1cccc(OC2CCN(S(=O)(=O)N(C)C)CC2)c1
→ .	0	0	3	-8	-2	4	10
> Cc1ccc(S(=O)(=O)CC(=O)Nc2ccc(F)c(F)c2F)cc1
→ -2.1	-2	0	0	3	.	-1	-10
> Cc1ccccc1OCC(=O)Nc1ccccc1NC(=O)c1ccco1
→ .	7	2	-2	-9	-10	0	-7
> C[C@@H]1CN([C@@H](C)CO)C(=O)Cc2cc(NS(C)(=O)=O)ccc2O[C@@H]1CN(C)C
→ 0.0	-4	1	1	0	-2	-3	13
> O=C(CNC(=O)c1ccccc1Cl)N/N=C/C=C/c1ccccc1
→ 0.0	.	2	.	-1	.	5	.
> CC(=O)N1C(=O)NC2=C(C(=O)CCC2)C1c1cccc([N+](=O)[O-])c1 (stereo not given)
→ 0.2	2	0	.	-4	-2	-4	.
> COC(=O)Cc1ccc(OC2(C)CCN(Cc3ccc4c(c3)OCCO4)C2)cc1 (stereo not given)
→ 0.3	.	3	-3	-19	-4	0	-7
> Cc1ccccc1CNC(=O)C(=O)Nc1nccs1
→ .	-3	-2	.	-7	.	-1	.
> O=C(NCCCCc1ccccc1)c1ccccc1Cl
→ .	-7	-1	.	-3	.	-1	.
> C[C@H](CO)N1C[C@H](C)[C@H](CN(C)C(=O)C2CCOCC2)Oc2ncc(-c3ccccc3)cc2C1=O
→ -0.1	-5	-1	-1	-10	4	2	4
> COc1ccc(NC(=O)Nc2ccc3c(c2)C(=O)N([C@H](C)CO)C[C@@H](C)[C@@H](CN(C)S(=O)(=O)c2ccccc2)OCCCC[C@H](C)O3)cc1
→ .	-3	2	0	-15	5	-3	-7
> O=C(O)c1nnsc1-c1csnn1
→ 0.1	-4	-6	.	-11	.	-2	.
> Nc1ccc2nc3c(c(Cl)c2c1)CCCC3
→ 1.8	-7	1	0	-10	.	-5	5
> CC(C)CC#Cc1cnc2c(c1)C(=O)N([C@H](C)CO)C[C@H](C)[C@@H](CN(C)Cc1ccccc1)O2
→ 1.0	0	0	1	5	-2	1	-1
> CCN(c1ccccc1)S(=O)(=O)c1ccc(OC)c(NS(=O)(=O)c2cccs2)c1
→ 0.2	3	-2	.	-4	-3	0	.
> CCn1nccc1NC(=O)c1csc([C@@H]2C[C@H](O)[C@@H](CO)O2)n1
→ 0.1	.	0	-3	-10	-6	-1	-10

# More structures.
# Sequence of screens: E-selectin induc	ARNT TACC3 PPI	Casp6 inh	PglD inh	RAD52 inh	esBAF inh	ERp5 inh	RAD54 inh
> CC1(C)CC(=O)C=C(NC2CC(C)(C)NC(C)(C)C2)C1
→ .	-1	.	-1	.	-10	.	-5
> Cc1ccccc1S(=O)(=O)N1C[C@H](O)COC[C@@H]2O[C@H](CC(=O)N3CCC(Cc4ccccc4)CC3)CC[C@H]21
→ 0.0	5	-3	-4	7	7	-9	-3
> Cc1ccccc1OCC(=O)N(Cc1ccco1)c1c(N)n(Cc2ccccc2)c(=O)[nH]c1=O
→ 2.8	-5	0	7	-70	-5	4	-5
> CC1(C)Cc2ccccc2-c2nc3ccccc3c(=O)n21
→ .	-9	.	-4	.	-11	.	6
> O=S(=O)(Nc1nc(-c2sccc2Cl)cs1)c1cc(Cl)ccc1Cl
→ .	5	.	6	.	0	.	12
> COc1ccc(C#Cc2ccc3c(c2)c(=O)c2ccccc2n3C)cc1
→ .	-3	-1	-6	-21	-3	1	5
> CC(=O)Nc1ccc(OCC(=O)NCc2ccc3c(c2)OCO3)cc1
→ 3.5	-3	1	1	-8	-5	1	6
> O=C(CN1CCN(c2ccc(F)cc2)CC1)Nc1ccc(F)c(F)c1
→ .	-4	.	-13	.	-9	.	5
> CCOC(=O)C1(C)C=C(Nc2ccccc2)C(=O)N1c1ccccc1 (stereo not given)
→ -0.8	-1	-2	4	-16	7	4	4
> c1ccc(-c2nnnn2-c2ccccc2)cc1
→ .	-11	-2	8	-12	-7	3	8
> COc1ccccc1CNC(=O)c1cc(-c2ccc(F)cc2C)n[nH]1
→ 0.0	.	-1	-23	-14	4	1	-4
> CN(C(=O)c1ccc(OC2CCN(Cc3ccccn3)CC2)cc1)C1CCCCC1
→ -1.7	-1	-4	-2	-25	0	-5	-14
> Cc1ccc(/C=N/NC(=O)c2ccc(NC(=O)c3ccccc3Cl)cc2)o1
→ .	6	0	2	1	1	2	-7
> COc1cccc(OC)c1C(=O)OCC(=O)NCc1ccco1
→ 6.7	.	5	0	-10	-4	0	2

# High-throughput results (PubChem BioAssay)
